Assay outcomes deposited in PubChem BioAssay by National Center for Advancing Translational Sciences (NCATS).
LDHA block: inhibitors of human lactate dehydrogenase A; P00338; purified LDHA, NADH/diaphorase-resazurin fluorescence; hits give low values; activity change, % (values are at about 110 or 230 µM); 480,000 compounds, 0.15% hits; AID 1347041; in the data active = activity change below about -30%; inconclusive = mostly about -25% to -30%;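 note: plate controls were DMSO wells for no effect and wells without enzyme for full effect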
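Resorufin fluorescence (ex540/em590), read at 0 and 20 min after diaphorase/resazurin addition, reports the NADH left after a 5 min room-temperature reaction of 2 nM human LDH5 with 0.06 mM NADH and 0.2 mM pyruvate.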
mIDH1 inhibitor: inhibitors of human mutant IDH1 R132H. O75874. 390,000 compounds, 0.093% hits. IDH1-R132H enzyme, NADPH consumption, diaphorase/resazurin fluorescence. Potency, µM (top dose mostly 76.6 µM), inactives show at the top dose activity change, negative = inhibition, usual class: inhibitors; note: potency is the fitted concentration of half-maximal effect; % is set by controls: 0 for no effect and ±100 for the full control effect; nearly all actives have a fitted effect of over 65% in size
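IDH1-R132H (0.5 ug/mL dispensed) in pH 7.5 Tris buffer was preincubated 30 min with compound, then given a substrate mix of 0.016 mM NADPH and 2 mM alpha-KG for 80 min at room temperature; remaining NADPH was read by diaphorase/resazurin fluorescence.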
RGS4 inh: human RGS4 inhibition. P49798. Transcreener GDP fluorescence polarization, RGS4-accelerated GTP hydrolysis. Potency, µM (top dose mostly 114 µM), without a hit: at the highest dose activity change, negative = inhibition, hits mostly inhibitors. 390,000 compounds, 0.039% hits. AID 504845; note: potency is the fitted concentration of half-maximal effect; % is set by controls: 0 for no effect and ±100 for the full control effect; nearly all actives have a fitted effect of over 75% in size; some results filed as inactive show a strong effect at the top dose
Target sequence (P49798 whole entry, looked up): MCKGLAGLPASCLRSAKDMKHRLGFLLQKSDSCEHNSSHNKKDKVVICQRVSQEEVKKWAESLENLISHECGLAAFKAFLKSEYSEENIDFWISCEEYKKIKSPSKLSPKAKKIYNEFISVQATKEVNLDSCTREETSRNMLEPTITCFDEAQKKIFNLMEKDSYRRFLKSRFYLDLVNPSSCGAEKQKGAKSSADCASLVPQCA
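MLSMR compounds (23 nl, pin-transferred) preincubated 10 min at room temperature with a 500nM (2x) first reagent, then RGS4 at 900nM (2x) plus Transcreener GDP mix added; fluorescence polarization (620/688 nm) read before and after 90 min at 30 °C.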
Vif-APOBEC3G blk: inhibitors of Vif-APOBEC3G interaction | Q9HC16 | HeLa A3G-eYFP + Vif (tagged APOBEC3G with the HIV-1 protein that degrades it), YFP fluorescence, overnight | Potency, µM (series often up to 46.1 µM), inactives show top-dose activity, negative = active, actives largely listed as inhibitors | 410,000 compounds, 0.076% hits;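 note: potency is the fitted concentration of half-maximal effect; % is set by controls: 0 for no effect and ±100 for the full control effect; nearly all actives have a fitted effect of over 60% in size; hits raise eYFP signal because A3G escapes Vif-driven loss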
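HeLa cells stably expressing Vif and C-terminally eYFP-tagged A3G, seeded overnight at 37 deg C, then exposed to compound by pintool overnight at 37 deg C. Rise in yellow fluorescence (Ex 488/Em 500-530, Acumen) marks blocked Vif-driven A3G degradation.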
Vif-A3F inh: blocks the Vif interaction with APOBEC3F | AID 602313 | Potency, µM (series often up to 46.1 µM), inactives show at the highest dose activity, negative = active | HeLa A3F-eYFP + Vif (tagged APOBEC3F with the HIV-1 protein that degrades it), YFP fluorescence increase | 390,000 compounds, 0.2% hits; note: potency is the fitted concentration of half-maximal effect; % of control where 0% means no effect; nearly all actives have a fitted effect of over 65% in size
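HeLa cells stably expressing Vif plus C-terminally eYFP-tagged A3F were seeded, incubated overnight at 37 deg C, dosed with compound, incubated overnight again at 37 deg C. Yellow fluorescence (Ex 488/Em 500-530) reported blocked Vif-mediated A3F-eYFP degradation.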
rTrxR1 inhibitor: inhibitors of rat thioredoxin reductase 1; O89049; recombinant rTrxR1, NADPH fluorescence consumption, selenite substrate; Potency, µM (top dose mostly 114 µM), inactives show at the top dose activity change, negative = inhibition, most hits filed as inhibitors; 390,000 compounds, 1% hits; AID 588453; note: potency is the fitted concentration of half-maximal effect; % is set by controls: 0 for no effect and ±100 for the full control effect; nearly all actives have a fitted effect of over 65% in size
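Rat TrxR1 (90 nM in the dispensed reagent) was pre-reduced with 400 uM NADPH for 5 min at room temperature, then incubated with compound for 15 min. After 400 uM selenite was added, NADPH fluorescence (Ex 340/Em 450 nm) was followed for 8 min.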
TrxR1 substrate: is turned over as a substrate by rat TrxR1; 390,000 compounds, 0.01% hits; AID 588456; O89049; purified TrxR1 substrate turnover, NADPH consumption readout; Potency, µM (series often up to 114 µM), inactives show top-dose activity change, negative = substrate turnover; note: potency is the fitted concentration of half-maximal effect; % is set by controls: 0 for no effect and ±100 for the full control effect; nearly all actives have a fitted effect of over 50% in size
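Rat TrxR1, dispensed at 90 nM, was prereduced with 400 uM NADPH (final) for 5 min at ~22 deg C, then incubated with compound 15 min before 400 uM selenite. A first-read NADPH fluorescence drop versus no-compound background flagged substrates.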
USP1 inh: inhibitors of human USP1/UAF1 deubiquitinase; recombinant USP1/UAF1, Ub-Rhodamine cleavage fluorescence; O94782; 390,000 compounds, 0.23% hits; Potency, µM (top dose mostly 57.1 µM), for inactives: at the top dose activity change, negative = inhibition, actives largely listed as inhibitors; note: potency is the fitted concentration of half-maximal effect; % is set by controls: 0 for no effect and ±100 for the full control effect; nearly all actives have a fitted effect of over 60% in size; inactives centre near -12
Target sequence (O94782 whole entry, looked up): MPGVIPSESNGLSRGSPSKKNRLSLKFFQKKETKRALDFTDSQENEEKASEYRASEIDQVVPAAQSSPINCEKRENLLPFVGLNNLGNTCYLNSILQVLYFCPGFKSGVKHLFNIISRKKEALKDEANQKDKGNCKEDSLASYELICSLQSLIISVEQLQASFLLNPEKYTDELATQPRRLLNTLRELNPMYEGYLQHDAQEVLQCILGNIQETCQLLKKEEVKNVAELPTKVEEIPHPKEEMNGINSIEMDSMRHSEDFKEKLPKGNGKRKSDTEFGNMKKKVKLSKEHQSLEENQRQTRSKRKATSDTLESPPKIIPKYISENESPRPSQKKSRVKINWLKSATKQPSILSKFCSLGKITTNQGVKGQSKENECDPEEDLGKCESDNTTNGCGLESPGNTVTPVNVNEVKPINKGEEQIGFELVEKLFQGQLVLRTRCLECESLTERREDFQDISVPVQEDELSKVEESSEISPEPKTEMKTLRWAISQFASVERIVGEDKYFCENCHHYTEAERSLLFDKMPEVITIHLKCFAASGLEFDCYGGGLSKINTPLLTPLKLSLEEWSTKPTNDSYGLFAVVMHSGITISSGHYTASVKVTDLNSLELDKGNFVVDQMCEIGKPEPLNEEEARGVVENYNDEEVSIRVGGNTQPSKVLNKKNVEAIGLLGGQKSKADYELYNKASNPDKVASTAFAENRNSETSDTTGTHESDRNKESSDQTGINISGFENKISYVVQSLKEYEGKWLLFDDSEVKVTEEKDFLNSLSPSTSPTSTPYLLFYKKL
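High-throughput fluorogenic screen: 1nM USP1/UAF1 complex, Ub-Rho substrate 150nM final, 50mM HEPES pH 7.8 with 0.5mM EDTA, 0.1 mg/ml BSA, 1mM TCEP and 0.01% Tween-20.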
Glioma ERSR ind: ER stress response induction in glioma. Potency, µM, inactives show top-dose activation, actives largely listed as activators. U87-MG GRP78 promoter luciferase reporter, 16 h. 420,000 compounds, 0.02% hits; note: potency is the fitted concentration of half-maximal effect; series mostly up to about 76 µM; % of control where 0% means no effect; nearly all actives have a fitted effect of over 35% in size
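ERSR induction read as luciferase luminescence (Bright-Glo, 10 min at room temperature) in stably transfected human U87-MG glioma cells exposed to compounds for 16 h, using GRP78 as sensor.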
* = called active by the depositor; ? = inconclusive; . = no result given; & = joins results of further samples; [ ] = dose if it differs, or a comment. Unless noted, calls come from the whole dose curve; as a rule, active = well fitted curve in the direction sought with a large enough effect; inconclusive = small, poorly fitted or top-dose-only effect, or another doubt; inactive = no such curve, though single readings can be large; an effect the other way counts as inactive or inconclusive. The list is partial; count on the stated rates, not on these rows.

Screens in order: LDHA block	mIDH1 inhibitor	RGS4 inh	Vif-APOBEC3G blk	Vif-A3F inh	rTrxR1 inhibitor	TrxR1 substrate	USP1 inh	Glioma ERSR ind
(1) COC(=O)C(NC(=S)N1CC2C[C@@H](C1)Cn1c2cccc1=O)C(C)C (stereo partly specified)
→ -4.0	-3.1%	0.0%	-6.0%	2.9%	-5.2%	-1.8%	-10.0%	-4.2%
(2) Cc1cc(C(=O)OCC(=O)Nc2ccc(F)cc2F)c(C)n1C1CC1
→ 1.2&2.5	18.9%	-31.5%	-14.7%	-1.0%	-12.3%	0.6%	-22.7%	1.8%
(3) Cc1nc2ccccc2c(=O)n1-c1cc(F)ccc1F
→ -12.7	0.7%	8.6%	-4.0%	-6.5%	18.0%[57.1 µM]	9.7%[57.1 µM]	-8.9%	-1.3%
(4) O=[N+]([O-])c1ccc(N2CCOCC2)c2c1no[n+]2[O-]
→ 24.9	0.1%	.	?	?	.	.	9.8%	-13.3%
(5) CCOc1ccc(-c2cc(C(=O)N3CCC4(CC3)OCCO4)c3ccccc3n2)cc1
→ -5.0	-6.3%	-2.4%	-0.7%	?	34.8%	54.6%[activator]	-8.3%	5.8%
(6) C[C@]12CC[C@H](O)C[C@H]1CC[C@@H]1[C@@H]2CC[C@]2(C)C(=O)CC[C@@H]12
→ -5.0	3.3%	-7.8%	-1.3%	1.3%	19.0%	3.5%	-13.4%	-1.3%
(7) O=C1NC(=O)N(Cc2cccs2)C(=O)/C1=C/c1ccc(N2CCOCC2)cc1
→ -46.3*	-1.8%	?	-5.9%	-23.1%	?	2.2%[57.1 µM]	-10.7%	-0.2%
(8) CCCCN1C(=O)/C(=C\c2ccco2)C(=O)N(CCc2ccccc2)C1=O
→ -2.7	2.2%	-105.9%[56.9 µM]	-27.5%	-20.3%	?	-6.8%	-12.1%	-0.9%
(9) O=C(CNC(=O)c1cccs1)OCC(=O)c1ccc([N+](=O)[O-])cc1
→ 7.6	5.1%	-19.9%	1.0%	-15.3%	11.5%[57.1 µM]	-11.9%[57.1 µM]	?	-1.3%
(10) O=C(Nc1ccccc1OC(=O)N1CCCCC1)N1CCCCC1
→ -1.2	-6.3%	-9.3%	-1.4%	-1.1%	4.9%[57.1 µM]	4.4%[57.1 µM]	-22.4%	-3.2%
(11) C=CCN1CCc2cccc3c2[C@H]1Cc1ccc(O)c(O)c1-3
→ 0.3	-6.9%	?	0.0%	-0.2%	20µM*	18.4%[57.1 µM]	-19.0%	?
(12) O=C(Nc1cccc(Cl)c1)OCC#CCN1CCCC1
→ -8.0	7.6%	-10.6%	-1.0%	0.4%	2.2%	0.4%	-23.9%	-0.9%
(13) Cc1ccccc1NC(=O)Cc1nc(COC(=O)Cc2ccccc2)cs1
→ -0.7	0.6%	-13.2%	-1.3%	-0.1%	-1.7%	-8.4%	-24.9%	-2.9%
(14) COc1cccc(OC)c1-c1nn2c(-c3n[nH]c4c3CCC4)nnc2s1
→ 3.5&-4.0	.	-23.4%&-26.2%	?	.	-4.0%&-2.5%	3.4%&-8.9%	.	0.5%&1.6%
(15) O=c1c(/C=N/N2CCOCC2)c(O)n(-c2ccccc2)c(=S)n1-c1ccccc1
→ -14.9	-4.9%	-33.8%	-1.5%	1.8%	-0.5%[57.1 µM]	3.6%[57.1 µM]	?	-2.3%
(16) COC(=O)C1=C(c2ccc(C(C)=O)cc2)C[C@@H]2CC[C@H]1N2C(=O)NC1CC1
→ -0.7	-13.1%	6.8%	1.6%	-0.3%	-0.9%[57.1 µM]	6.9%[57.1 µM]	-30.7%	-0.6%
(17) O=C(Nc1ccccc1)N1CC2CC(C1)c1cccc(=O)n1C2 (stereo unspecified)
→ -1.2	12.0%	-5.8%	1.2%	1.3%	-0.2%	1.5%	-12.8%	-3.5%
(18) C=C1C2C[C@@]3([C@@H]1O)[C@@H](C[C@@H]2O)[C@@]12C4[C@@H]3C[C@@H]1[C@@](C)(CC[C@@H]2O)CN4CC
→ -6.4	-13.3%	-3.1%	-0.4%	-0.7%	7.3%	1.1%	-22.7%	-0.9%
(19) O=C1C2CCCN2C(c2ccc(Cl)c(Cl)c2)N1c1ccccn1 (stereo unspecified)
→ 3.9	2.6%	-21.4%	0.8%	-1.7%	-1.7%	-0.3%	-11.5%	-1.7%
(20) COC(=O)C1=C(c2ccc(F)cc2OCc2ccccc2)C[C@@H]2CC[C@H]1N2C(=O)NCC1CC1
→ -2.2	1.3%	0.1%	-7.2%	0.0%	11.6%[57.1 µM]	6.7%[57.1 µM]	-30.7%	-2.8%
(21) Nc1c(C(=O)Nc2ccc(F)c(Cl)c2)sc2nc3c(cc12)N1CCC3CC1
→ 6.5	10.0%	-1.0%	-11.8%	-7.1%	-9.6%	22.3%	-19.7%	-6.2%
(22) O=C(NN=Cc1ccc(N(CCCl)CCCl)cc1)c1cc(=O)[nH]c(=O)[nH]1
→ 2.5	3.2%	15.5%	1.9%	-21.8%	10.0%	3.4%	?	-4.4%
(23) COc1ccc(OC(=O)N(C)C[C@@H]2OCc3cnnn3CCCC(=O)N([C@H](C)CO)C[C@@H]2C)cc1
→ -3.1	0.8%	.	-3.0%	1.2%	.	.	-9.3%	-3.4%
(24) CCN1CCN(Cc2cc(Br)ccc2O)CC1
→ -5.1	-4.5%	-9.7%	3.3%	1.1%	0.7%	0.5%	-16.5%	-4.9%
(25) CCOP(=O)(/C(C#N)=C(\C)O)c1ccccc1 (stereo unspecified)
→ -2.4	8.5%	?	4.2%	2.2%	16.3%	-1.7%	-23.9%	-1.6%
(26) COc1ccc(CC(=O)C2C(=O)N(C)c3ccccc32)cc1OC (stereo unspecified)
→ 3.1	4.7%	-21.4%	-0.6%	?	-4.5%	-8.3%	3.0%	-2.3%
(27) CCOC(=O)C1CCN(C(C)C(=O)c2c[nH]c3ccccc23)CC1 (stereo unspecified)
→ -3.9	-23.6%	-8.8%	-5.2%	5.4%	20.3%	2.9%	-16.1%	5.0%
(28) CN1C(=O)C(C2c3ccccc3C(=O)N2Cc2ccccc2)C(=O)N(C)C1=O (stereo unspecified)
→ -6.2	2.1%	-52.9%	0.9%	-0.1%	24.1%[57.1 µM]	10.1%[57.1 µM]	-7.1%	-1.8%
(29) COc1ccccc1CN1CCCC(C(=O)c2ccccc2OC)C1 (stereo unspecified)
→ -0.1	2.0%	-15.4%	0.0%	0.2%	8.5%	6.0%	-13.1%	-3.0%
(30) COc1ccc(NC(=O)CN2C3CCC2CC(O)(c2cccnc2)C3)cc1OC (stereo unspecified)
→ 0.5	0.6%	4.0%	0.3%	2.9%	9.4%	-0.4%	-8.8%	-6.1%
(31) C=CCN1CC[C@@]2(C)c3cc(O)ccc3CC1[C@@H]2C
→ -0.8	2.3%	-16.5%	-0.1%	-1.0%	?	3.8%	-20.7%	-3.5%
(32) Oc1ccccc1O
→ 11.3	8.7%	?	?	1.8%	?	13.6%[57.1 µM]	14.5%	?
(33) NC(=O)Cn1cc(C(=O)c2ccccc2)c2ccccc21
→ -5.6	6.4%	-1.0%	2.7%	15.5%	15.6%	-3.7%	-11.6%	-1.1%
(34) CCN(CC)CCN=Cc1c(O)n(CCC2=CCCCC2)c(=O)[nH]c1=O
→ -2.5	1.0%	-44.9%	-3.0%	-7.2%	-13.8%	-8.9%	-8.9%	-1.8%
(35) Cc1nonc1-c1nc(-c2nonc2N)n[nH]1
→ -0.6	5.3%	-3.9%	5.4%	-9.2%	2.6%	11.0%	-18.4%	1.6%
(36) OC(CN1CC=C(c2ccccc2)CC1)c1ccccc1 (stereo unspecified)
→ -7.7	4.8%	-17.7%	-4.5%	-8.1%	4.2%	0.3%	-12.7%	-0.7%
(37) COc1ccc(CNC(=O)c2cnn3c(C)c(Cc4ccc(F)cc4)c(C)nc23)cc1
→ -7.5	9.9%	11.2%	-0.3%	2.2%	60.1%[activator][57.1 µM]	37.6%[activator][57.1 µM]	?	-0.8%
(38) Clc1cccc(NC2=NCCS2)c1
→ -6.8	5.1%	.	-1.0%	-6.6%	.	.	1.9%	3.1%
(39) CNCCc1ccc(O)c(O)c1
→ -4.2	12.6%	?	4.1%	-1.2%	?	11.9%[57.1 µM]	-18.6%	-0.9%&-3.3%&-4.5%
(40) CN(C)C(=O)Oc1ccc([N+](=O)[O-])cc1
→ -5.8	4.2%	-9.6%	-2.1%	-0.6%	10.7%	7.1%[57.1 µM]	-3.3%	-4.6%
(41) COc1ccc(CNCCc2ccc(Cl)cc2Cl)cc1
→ -9.7	5.9%	7.4%	1.2%	2.6%	13.4%[57.1 µM]	9.2%[57.1 µM]	-5.9%	-4.0%
(42) CC(N)Cc1c[nH]c2ccc(OCc3cccs3)cc12 (stereo unspecified)
→ -3.0	-3.1%	?	-3.1%	-1.5%	0.8%[57.1 µM]	4.3%[57.1 µM]	-21.6%	-0.3%&-0.8%&-1.0%
(43) C[C@]12CC[C@H](O)CC1=CCC1C2CC[C@@]2(C)C1C[C@@H]1CC(=O)O[C@@H]12 (stereo partly specified)
→ -6.7	-3.9%	3.5%	1.0%	3.6%	-23.4%[57.1 µM]	-6.0%[2.29 µM]	-6.9%	-1.1%
